Source: PubChem BioAssay (Broad Institute)
E-sel inducer: induces E-selectin expression in human endothelial cells; P16581; HUVEC E-selectin immunofluorescence imaging; normalized: neutral wells 0, TNF-alpha wells 100; activation, % at 7.58 µM; 260,000 tested, 0.37% active; AID 686992;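 active means mean E-selectin-positive cell signal at least 10% of the positive control, reached in at least 60% of replicates, without over 20% cell loss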;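 further: in these data hits start at about 27%; measured in HUVEC primary endothelial cells; signal is the percent of cells scored E-selectin positive by PE staining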
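Material: HUVEC primary endothelial cells; Amount: 3,000 cells per well; Dosing: single concentration; Medium: EGM-2 growth medium on 0.1% gelatin-coated wells; Read-out basis: percent E-selectin-positive cells; Signal: immunofluorescence imaging; Control set: TNF-alpha, DMSO.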
esBAF inh: blocks esBAF chromatin remodeling in mouse ES cells; 350,000 tested, 2% active; Bmi1-luciferase knock-in reporter, 24 h; 100% = twice the neutral-well signal; AID 602393; reporter increase, % at 12.5 µM; in the data active means activation above about 40%;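 further: 0% = median of the plate's neutral control wells and 100% = double that signal; a rise in the Bmi1 reporter signal indicates esBAF inhibition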
RAD54 branch: inhibitors of human RAD54 branch migration; Q92698; RAD54 Holliday junction branch migration, FAM/BHQ fluorescence; inhibition, % at 10.4 µM; 360,000 tested, 0.14% active;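 active means mean normalized replicate activity at least 40 and at least half of replicates scoring 40 or more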;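 further: 0% = median of neutral control wells and 100% = median of positive control wells; inhibitors cause a drop in the FAM fluorescence signal; in these data hits start at about 50%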
FN deposit inh: fibronectin deposition inhibition | 350,000 tested, 0.086% active | AID 743247 | inhibition, % at 12.6 µM | AH1F fibroblasts, Alexa488-fibronectin deposition fluorescence, overnight;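 active means mean inhibition across replicates of 30% or more, regardless of how many single replicates reach that level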;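 further: positive control wells lacked labelled fibronectin entirely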
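test system = AH1F fibroblasts assembling fluorescent fibronectin matrix | quantity = 10000 AH1F cells per well | buffer or medium = DMEM plus 2% serum, read in PBS | doses = single dose, pinned | incubation = 1 h cell attachment, overnight exposure to compound and label | detection = fluorescence at 485 nm excitation, 525 nm emission | read-out basis = inhibition from reduced deposited-fibronectin fluorescence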
EWS-Fli block: EWS/Fli transcriptional activity inhibition. A673 NR0B1-luciferase reporter, viability-normalised. inhibition, % at 12.6 µM. 350,000 tested, 0.67% active;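 active means mean inhibition of at least 50% after viability correction, with every replicate also passing that limit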;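 further: firefly luciferase signal divided by Alamar Blue viability fluorescence both relative to DMSO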
Xi reactivation: activators of X-chromosome reactivation in mouse fibroblasts; XiGFP mouse fibroblasts, % GFP-positive cells imaging, 3 d; cells co-treated with 5-aza-dC sensitizer; scaled so ellipticine positive control = 100%; activation, % at 7.58 µM; 360,000 tested, 0.055% active;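 active means mean normalized replicate activation at least 10% and every replicate at or above 10%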;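 further: 0% = median of on-plate neutral control wells and 100% = ellipticine 6 µM median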
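Material: XiGFP fibroblasts, SV40-immortalized. Buffer or medium: DMEM plus 5-aza-dC sensitizer. Compound: single concentration per compound, delivered by pin transfer. Times: 3 days compound exposure. Controls: ellipticine 6 µM.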
S100A4 MyoIIA: S100A4-myosin IIA interaction inhibition. S100A4/TAMRA-MyoIIA peptide fluorescence polarization. inhibition, % at 10.7 µM. 360,000 tested, 0.14% active. AID 652163;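 active means mean inhibition of at least 70% across replicates, with every replicate also reaching that level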
Target sequence (P26447 whole entry, looked up): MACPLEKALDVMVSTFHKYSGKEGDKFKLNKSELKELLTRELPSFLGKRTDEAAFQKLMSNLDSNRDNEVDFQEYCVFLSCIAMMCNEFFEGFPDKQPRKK
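Test system: S100A4 monomer protein. Medium: HEPES buffer with Ca2+, pH 7.2. Reagent: fluorescent myosin IIA peptide, 5 nM. Compound dosing: single-point compound testing. Timing: 5 min between mix addition and reading. Benchmarks: DMSO neutral and TFP positive wells.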
RAD52 inh: blocks human RAD52 DNA annealing; P43351; recombinant RAD52 DNA annealing, FRET fluorescence; inhibition, % at 18.7 µM; 360,000 tested, 0.46% active; AID 651710;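 active means every replicate showing at least 50% inhibition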
Target sequence (P43351 whole entry, looked up): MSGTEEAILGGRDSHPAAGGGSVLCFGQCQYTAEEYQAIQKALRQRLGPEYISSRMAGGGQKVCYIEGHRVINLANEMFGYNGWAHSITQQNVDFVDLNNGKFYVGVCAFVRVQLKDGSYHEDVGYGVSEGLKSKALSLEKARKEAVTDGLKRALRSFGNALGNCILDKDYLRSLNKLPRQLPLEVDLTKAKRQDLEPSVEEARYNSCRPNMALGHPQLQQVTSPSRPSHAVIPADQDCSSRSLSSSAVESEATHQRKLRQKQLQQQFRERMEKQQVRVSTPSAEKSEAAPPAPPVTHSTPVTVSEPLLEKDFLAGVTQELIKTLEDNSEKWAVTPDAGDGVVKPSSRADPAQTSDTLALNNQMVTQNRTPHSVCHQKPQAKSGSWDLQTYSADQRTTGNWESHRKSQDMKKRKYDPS
Active calls of the source: *; nt = no result given; & = joins results of further samples.

SMILES | E-sel inducer | esBAF inh | RAD54 branch | FN deposit inh | EWS-Fli block | Xi reactivation | S100A4 MyoIIA | RAD52 inh
CC(=O)OC1CCC2(C)C(=CCC3C2CCC2(C)C3CC3OC4(CCC(C)CN4)C(C)C32)C1 (configuration not stated) | nt | 3 | 2 | nt | 2 | nt | -7 | 6
COc1ccc(S(=O)(=O)N(C)C[C@H]2OCCCC[C@@H](C)Oc3ccc(NC(=O)CCCN(C)C)cc3C(=O)N([C@@H](C)CO)C[C@H]2C)cc1 | 0.0 | -5 | 7 | nt | -4 | -0.2 | -1 | 21
C[C@@H]1CN([C@H](C)CO)C(=O)c2c(c3ccccc3n2C)-c2ccccc2CO[C@@H]1CN(C)S(=O)(=O)c1ccc([N+](=O)[O-])cc1 | -0.3 | nt | nt | 7 | 8 | -0.2 | -4 | 1
Cc1c(C(=O)NCc2ccc3c(c2)OCO3)sc(=O)n1Cc1cccc(F)c1 | nt | -4 | -1 | 2 | 1 | 0.0 | -1 | -29
Cn1cnc(CCNC(=O)C[C@@H]2CC[C@@H]3[C@H](COC[C@@H](O)CN3C(=O)C3CCCC3)O2)c1 | -0.1 | -5 | 7 | -17 | 0 | 0.2 | -17 | -12
O=C(NNC(=S)Nc1ccccc1)c1cc(-c2cccnc2)nc2ccccc12 | 2.5 | nt | nt | 1 | -2 | 0.0 | 11 | -39
O=C(Nc1cccc(C(=O)O)c1)/C(=C\c1ccco1)NC(=O)c1ccccc1Cl | nt | 5 | -26 | 3 | -3 | 0.2 | -7 | -52
FC(F)c1nnc2ccc(Cl)nn12 | 0.1 | nt | nt | -4 | -3 | 0.2 | -4 | -12
O=C(c1cnn(C(=O)c2ccccc2F)c1)c1ccccc1O | 6.4 | 5 | nt | 12 | 7 | 0.3 | 2 | -1
C[C@H](CO)N1C[C@H](C)[C@H](CN(C)Cc2ccccc2)Oc2ccc(NS(=O)(=O)c3cn(C)cn3)cc2C1=O | -0.1 | 0 | -3 | nt | -7 | -0.7 | 10 | -4
Cn1nccc1C(=O)NC1CCCc2c1cnn2-c1ccc(C(C)(C)C)cc1 (configuration not stated) | -0.9 | -12 | -1 | nt | nt | 0.0 | -4 | -6
CCCN1CCN(CCCNC(=O)CN2C(=O)c3cccnc3Oc3ccc(C)cc32)CC1 | 0.6 | -2 | 6 | -1 | -13 | 0.1 | -2 | 3
CCc1ccc([C@H]2[C@@H]3C(=O)C[C@@H]4C(=O)NC(=O)[C@@H]4[C@@H]3CN2S(=O)(=O)c2ccc(C)cc2)cc1 | 5.0 | -3 | -3 | 6 | -13 | 0.0 | -6 | -6
Cc1cc(S(=O)(=O)NCCC2=CCCCC2)ccc1Br | nt | 2 | -5 | 1 | -4 | 0.2 | 3 | -1
COC(=O)[C@H]1[C@H]2C[C@H]3c4[nH]c5ccccc5c4CCN3C[C@@H]2CC[C@@H]1O | 0.7&5.1 | -4&1 | -2&1 | -3&-23 | -4&1 | 0.6&0.1 | -3&-4 | -10&-78
Fc1ccc(-c2nnc(-c3ccc(Cl)cc3Cl)o2)cc1 | 0.1 | 31 | -3 | -2 | 39 | 0.1 | -2 | 13
NS(=O)(=O)c1ccc(NCCCn2ccnc2)c([N+](=O)[O-])c1 | nt | -1 | -1 | -5 | -8 | 0.0 | 3 | 3
CCc1c(C)nc(SCCOc2ccc(OC)cc2)[nH]c1=O | 2.3 | -3 | -7 | -5 | 2 | 0.0 | 3 | -6
Cc1ccc(C(=O)NCC(=O)OCC(=O)c2ccc3c(c2)NC(=O)CO3)cc1C | -3.0 | nt | nt | -6 | 11 | 0.3 | 0 | -33
Cc1ccc(S(=O)(=O)N2CCCCC2)cc1C(=O)N1CCCCCC1 | -0.3 | 3 | -5 | -5 | 2 | 0.1 | -18 | -19
CN1CCN(CC(=O)Nc2ccccc2Sc2ccccc2)CC1 | nt | nt | nt | -2 | 0 | 0.0 | 6 | -9
CC(C)NC(=O)Nc1ccc2c(c1)C(=O)N([C@@H](C)CO)C[C@@H](C)[C@H](CN(C)Cc1ccccc1)OCCCC[C@H](C)O2 | -0.1 | 0&1&-5 | 5&2 | 0&-2 | 9&5 | -0.1&0.0 | -2&5 | -4&1
O=C(ON=C1CCN(S(=O)(=O)c2ccccc2)CC1)c1ccc(Cl)cc1 | -0.8 | -2 | 3 | -5 | nt | nt | nt | nt
CCCNC(=O)N1CC2(CCN(C(=O)C3CCC3)CC2)c2c([nH]c3cc(OC)ccc23)[C@H]1CO | 0.0 | nt | nt | nt | 10 | 0.3 | -2 | 7
CCCN(C)C[C@@H]1Oc2ncc(Br)cc2C(=O)N([C@H](C)CO)C[C@H]1C | 0.2 | -1 | 3 | -7 | -2 | -0.2 | 5 | 10
CCOc1ccc(S(=O)(=O)N2CCOCC2)cc1NS(=O)(=O)c1ccc(OC)c([N+](=O)[O-])c1 | nt | 14 | 6 | -2 | 4 | -0.1 | 10 | -18
COc1ccc(-c2nnc(SCc3cccc(C#N)c3)o2)cc1 | nt | 9 | -3 | nt | -3 | nt | 1 | -5
Cc1ccc(S(=O)(=O)N/N=C/c2cccc3c2OCCO3)cc1 | -2.1 | nt | -10 | 1 | 6 | 0.1 | -2 | -14
CCOC(=O)N1CCN(S(=O)(=O)CCNC(=O)c2cccc(OC)c2)CC1 | -0.3 | -7 | -9 | nt | 0 | 0.0 | -4 | -10
Cc1noc(C)c1S(=O)(=O)N(C)C[C@@H]1OCCCC[C@@H](C)Oc2ccc(NC(=O)Nc3ccc4c(c3)OCO4)cc2C(=O)N([C@@H](C)CO)C[C@H]1C | -0.2 | 2 | -11 | nt | -3 | -0.1 | nt | nt
O=C(NCC1CC1)[C@H]1[C@H](CO)[C@H]2Cn3c(ccc(-c4ccccc4)c3=O)[C@@H]1N2C(=O)C1CC1 | -0.3 | -2 | 5 | nt | -1 | -0.1 | -7 | -5
CSc1ccccc1NC(=O)COC(=O)/C=C/c1ccco1 | nt | 3 | -2 | nt | nt | nt | -3 | -18
O=C(Nc1nnc([C@@H]2C[C@H](O)[C@@H](CO)O2)s1)Nc1cccc(Cl)c1Cl | 1.4 | 28 | -9 | nt | -48 | 0.1 | 0 | -12
CCN(c1ccccc1C(=O)O)S(=O)(=O)c1cccc2nsnc12 | 0.0 | nt | nt | -5 | 0 | 0.3 | -3 | -3
O=C(Nc1cccc(Cl)c1)C1C2C=CC3(O2)C1C(=O)N(CCCN1CCCCC1)C3C(=O)NC1CCCCC1 (configuration not stated) | 0.0 | -1 | 1 | 6 | -5 | 0.4 | -1 | -10
Cc1oc(-c2ccccc2F)nc1CS(=O)(=O)CC(=O)N1CCN(Cc2ccccc2)CC1 | 1.0 | 2 | 5 | -1 | 11 | -0.1 | 3 | -9

An excerpt from above in order of SMILES length, low to high:
SMILES | E-sel inducer | esBAF inh | RAD54 branch | FN deposit inh | EWS-Fli block | Xi reactivation | S100A4 MyoIIA | RAD52 inh
NS(=O)(=O)c1ccc(NCCCn2ccnc2)c([N+](=O)[O-])c1 | nt | -1 | -1 | -5 | -8 | 0.0 | 3 | 3
O=C(ON=C1CCN(S(=O)(=O)c2ccccc2)CC1)c1ccc(Cl)cc1 | -0.8 | -2 | 3 | -5 | nt | nt | nt | nt
CCCNC(=O)N1CC2(CCN(C(=O)C3CCC3)CC2)c2c([nH]c3cc(OC)ccc23)[C@H]1CO | 0.0 | nt | nt | nt | 10 | 0.3 | -2 | 7

3 entries from above, sorted by the value under S100A4 MyoIIA, ascending.
Structure	esBAF inh	S100A4 MyoIIA	RAD52 inh
CCN(c1ccccc1C(=O)O)S(=O)(=O)c1cccc2nsnc12	nt	-3	-3
O=C(Nc1nnc([C@@H]2C[C@H](O)[C@@H](CO)O2)s1)Nc1cccc(Cl)c1Cl	28	0	-12
Cc1oc(-c2ccccc2F)nc1CS(=O)(=O)CC(=O)N1CCN(Cc2ccccc2)CC1	2	3	-9

Carrying on.
SMILES | E-sel inducer | esBAF inh | RAD54 branch | FN deposit inh | EWS-Fli block | Xi reactivation | S100A4 MyoIIA | RAD52 inh
CC1CC(C)(C)NC(=S)N1CCCC(=O)N1CCN(c2ccccc2F)CC1 (configuration not stated) | -0.9 | -1 | 7 | 8 | nt | 0.1 | nt | nt
CCOc1ccc(C(=O)NC(=S)Nc2ccccc2OC)cc1[N+](=O)[O-] | -1.8 | nt | nt | -3 | -2 | 0.2 | 1 | 7
COc1ccc(CCNC(=O)CSc2nc3sc(C(=O)O)c(C)c3c(=O)[nH]2)cc1OC | nt | -8 | 9 | 7 | 7 | 0.1 | 0 | -13
CO[C@H]1CN(C)C(=O)c2ccc(NC(=O)Nc3cccc(F)c3)cc2OC[C@@H](C)N(C)C[C@H]1C | 1.6 | 1 | -1 | -15 | -6 | -0.5 | 6 | -25
COCCn1c(SCC(=O)Nc2cccc(C)n2)nnc1-c1ccco1 | nt | -6 | 8 | -6 | 3 | 0.0 | 1 | -2
FC(F)(F)c1ccccc1Cc1c(-c2cccc(Br)c2)nc2ccc(Br)cn12 | 0.8 | 22 | -4 | 3 | -34 | 0.4 | 20 | -28
CCOC(=O)C(CC1=CS(=O)(=O)c2ccc(Cl)cc21)(NC(C)=O)C(=O)OCC | nt | 3 | -5 | -3 | 13 | 0.1 | -13 | -15
O=C(C[C@@H]1C[C@H]2c3cc(NC(=O)Nc4ccc(C(F)(F)F)cc4)ccc3O[C@H]2[C@@H](CO)O1)NCc1ccccn1 | 0.2 | 3 | 6 | 2 | -3 | 0.0 | 7 | 7
C/C=C/c1ccc2c(c1)O[C@@H](CN(C)C(=O)CC)[C@@H](C)CN([C@@H](C)CO)S2(=O)=O | -0.2 | -1 | 4 | nt | 0 | -0.8 | 5 | 8
COc1cc(OC)c(OC)cc1/C=C(\C#N)C(=O)NCc1cccs1 | -0.2 | -10 | 10 | 2 | nt | -0.2 | -1 | -7
O=C(O)c1cc(-c2ccc(/C=N/NC(=S)Nc3ccccc3)o2)ccc1Cl | nt | nt | nt | 3 | -2 | 0.0 | 8 | -26
Cc1ccc(-c2cc(C(=O)Nc3ccccn3)c3ccccc3n2)o1 | -1.2 | nt | nt | 5 | 1 | -0.3 | 1 | -9
O=C(CCC(=O)N1CCCC1)Nc1ccc([N+](=O)[O-])cc1 | -0.1 | nt | -5 | 7 | 4 | 0.0 | 21 | 5
CCN1/C(=C2\SC(=S)N(Cc3ccccc3)C2=O)Sc2ccccc21 | -2.1 | nt | nt | 4 | 7 | 0.6 | 12 | -97
COc1cc(-c2cnc3c(NC=O)cc(-c4ccsc4)cn23)cc(OC)c1OC | -0.2 | -16 | -7 | -1 | 56* | 1.8 | -1 | -13
CCCC(=O)Nc1ccc2c(c1)C(=O)N(C)[C@H]1CC[C@@H](CC(=O)Nc3ccccc3)O[C@@H]1CO2 | -0.1 | -1 | 0 | -14 | -10 | -0.1 | -6 | -4
O=S(=O)(c1cccc2cccnc12)N1CCN(c2ccc(F)cc2)CC1 | 0.6 | nt | nt | 2 | 2 | 0.4 | -7 | -17
O=C(NCC1CCCCC1)c1cc2ccccc2cc1O | 1.3 | 54* | 2 | -4 | -13 | 0.0 | 2 | -11
Cc1ccc(-c2cc(C(=O)N/N=C\c3cnn(C)c3C)c3ccccc3n2)cc1C | -1.7 | 21 | 5 | 2 | nt | nt | nt | nt

Entries above shown as hits in esBAF inh.
structure,esBAF inh,S100A4 MyoIIA,RAD52 inh
O=C(NCC1CCCCC1)c1cc2ccccc2cc1O,54*,2,-11
